procasp7 counter – procaspase-7 activators, primary screen, counter-screen for procaspase-3 activator project, biochemical, absorbance, HTS, human; recombinant procaspase-7, Ac-DEVD-pNA absorbance 405 nm; D23A/D198A/D206A triple mutant, cannot self-cleave; scale: DMSO 0, 5 µM enzyme 100; activation, % at 8.5 µM; 330,000 tested, 0.093% active;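 active = percent activation above the screen-wide mean plus 3 SD, cut at about 25% in these data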
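signal = Epi-absorbance of released pNA at 405 nm, two timepoints | assay system = Uncleavable procaspase-7 mutant enzyme | reagent = Ac-DEVD-pNA substrate, 400 µM as added | times = 1 h enzyme–compound preincubation and 2 h substrate reaction, both 25 °C | benchmarks = low DMSO alone, high DMSO plus 5 µM PC-7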
AHR activator – AHR activators, primary screen, cell-based, luminescence, luciferase reporter, human | 320,000 tested, 2.5% active | AID 2796, 2010 | activation, % at 5 µM | AHR-responsive luciferase reporter cells | Aryl hydrocarbon receptor (Homo sapiens), P35869; in the data active = activation above about 47%;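 also: 0% = vehicle wells and 100% = reference agonist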
procasp3 activ – activators of human procaspase-3 D3A mutant, primary screen, biochemical, absorbance, PC-3 D3A mutant, single concentration; 330,000 tested, 0.11% active; activation, % at 8.5 µM; recombinant procaspase-3 D3A, Ac-DEVD-pNA absorbance 405 nm; AID 463141, 2010; Caspase-3 (Homo sapiens), P42574;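 active = activation above the mean of all tested compounds plus 3 SD, cut at about 21% in these data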;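 also: 0% = DMSO alone and 100% = DMSO wells spiked with extra 5 µM PC-3 D3A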
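Technique: 405 nm absorbance of p-nitroaniline, reads at 0 and 120 min; Test system: Procaspase-3 D3A mutant; Incubation: 1 h enzyme-compound preincubation, then 2 h substrate reaction, 25 °C; Repeats: singlicate, each compound tested once; Benchmarks: low control DMSO wells, high control DMSO plus 5 µM PC-3 D3A.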
LAP4 TOR yeast – modulators of LAP4-GFP expression in yeast, primary screen, S. cerevisiae, multiplex flow cytometry, MLPCN library. GFP response vs DMSO, % at 10 µM. 3 h; median GFP as percent of DMSO wells. 320,000 tested, 0.34% active;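 active = GFP response vs DMSO above a set limit, about the screen mean plus 3 SD, cut at about 150% in these data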
EBNA-1 inhibitor – EBNA-1 DNA-binding inhibitors, primary screen, biochemical, fluorescence polarization; AID 1950, 2009; inhibition, % at 14.8 µM; 300,000 tested, 0.34% active; in the data active = inhibition above about 28%
ZTA counter – blocks Epstein-Barr virus ZTA, an EBNA-1 counter-screen; inhibition, % at 11 µM; AID 2234; 320,000 tested, 0.15% active; P03206; ZTA-DNA binding, fluorescence polarization; in the data active = inhibition above about 33%
RPL19A TOR yeast – RPL19A-GFP expression modulators in yeast, primary screen, cell-based, S. cerevisiae, multiplex flow cytometry, MLPCN; S. cerevisiae RPL19A-GFP strain, 3 h; stronger effect = lower value; percent response vs DMSO, % at 10 µM; 330,000 tested, 0.3% active; AID 2025, 2009;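 active = percent response vs DMSO below 50%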;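 also: median channel GFP fluorescence of the barcoded RPL19A-GFP strain; ratio of sample median GFP to plate DMSO average so 100% = DMSO; lower means less RPL19A-GFP as with rapamycin TOR inhibition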
MEP2 TOR yeast – modulators of MEP2-GFP levels in yeast, primary screen, S. cerevisiae, multiplex flow cytometry, MLPCN library | S. cerevisiae MEP2-GFP strain, 3 h; 100% = DMSO control level | GFP response vs DMSO, % at 10 µM | 330,000 tested, 0.51% active;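 active = GFP response versus DMSO above a set limit, roughly screen mean plus 3 SD, cut at about 180% in these data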;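 also: median GFP fluorescence of the barcode-gated MEP2-GFP cells per well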
* hit, by the source's call; / = no result given; [ ] = remark or other dose. Not a hit list; any-hit rate near 3.8%.

SMILES	procasp7 counter	AHR activator	procasp3 activ	LAP4 TOR yeast	EBNA-1 inhibitor	ZTA counter	RPL19A TOR yeast	MEP2 TOR yeast
O=C(NCc1ccccc1)c1cccc(OCC(=O)N2CCN(C(=O)c3ccco3)CC2)c1	-5	1	-8	104	-5	-2	97	99
COc1cc(C(c2sc3ncnn3c2O)N2CCN(c3ccccc3F)CC2)cc(OC)c1OC (stereo unspecified)	-5	14	-5	93	-1	-6	98	90
Cc1cc(N)n(-c2ncnc3scc(-c4ccccc4)c23)n1	-6	1	-1	106	7	-2	101	99
COc1ccc(C2=CSC3=NCCN23)cc1OC	-4	0	-2	90	3	1	99	110
COC(=O)[C@@H](NC(=O)N1CCN(C(=O)C2COc3ccccc3O2)CC1)C(C)C (stereo partly specified)	0	-2	6	84[may fluoresce violet]	0	8	19*[may fluoresce violet]	172[may fluoresce violet]
OCCN1CCN(c2ncnc3c2sc2nc(N4CCOCC4)c4c(c23)CCC4)CC1	1	4	-2	95	-5	2	97	104
COc1ccccc1NC(=O)COC(=O)C12CC3CC(CC(Cl)(C3)C1)C2	8	0	-5	85	6	-7	97	96
O=C(NCc1ccccc1)c1ccc(CSc2ccccc2)o1	4	6	5	104	4	2	100	98
O=C(COc1ccccc1)NCc1ccccc1	-7	1	-4	101	15	19	99	99
CCn1nc(CC(=O)O)c2ccccc2c1=O	-8	-3	-6	95	6	11	99	97

4 compounds picked at random from the list so far, as already listed:
SMILES	procasp7 counter	AHR activator	procasp3 activ	LAP4 TOR yeast	EBNA-1 inhibitor	ZTA counter	RPL19A TOR yeast	MEP2 TOR yeast
COc1cc(C(c2sc3ncnn3c2O)N2CCN(c3ccccc3F)CC2)cc(OC)c1OC (stereo unspecified)	-5	14	-5	93	-1	-6	98	90
OCCN1CCN(c2ncnc3c2sc2nc(N4CCOCC4)c4c(c23)CCC4)CC1	1	4	-2	95	-5	2	97	104
COc1ccccc1NC(=O)COC(=O)C12CC3CC(CC(Cl)(C3)C1)C2	8	0	-5	85	6	-7	97	96
COC(=O)[C@@H](NC(=O)N1CCN(C(=O)C2COc3ccccc3O2)CC1)C(C)C (stereo partly specified)	0	-2	6	84[may fluoresce violet]	0	8	19*[may fluoresce violet]	172[may fluoresce violet]

(listing goes on)
SMILES	procasp7 counter	AHR activator	procasp3 activ	LAP4 TOR yeast	EBNA-1 inhibitor	ZTA counter	RPL19A TOR yeast	MEP2 TOR yeast
CCCOc1ccc(N2C(=O)CC(N3CCN(CCN=CC4=C(O)CC(C)(C)CC4=O)CC3)C2=O)cc1 (stereo unspecified)	0	0	-17	95	-2	11	99	97
CCc1ccccc1NC(=O)Cn1nnc(-c2cccnc2)n1	-3	6	4	93	2	-9	98	105
Nc1nonc1-c1noc(N2CCOCC2)n1	4	1	-6	105	6	1	104	110
CC1(C)C(=O)C2(CCCCC2)C(=O)OC1c1cccc([N+](=O)[O-])c1 (stereo unspecified)	-1	-4	-2	97	5	2	111	116
C/C(CC(=O)Nc1cccc(Cl)c1Cl)=N\NC(=O)c1ccccc1Br	5	13	1	95	0	-17	96	94
Cc1ccc(S(=O)(=O)CC(=O)c2ccc3c(c2)OCCO3)cc1	-4	-1	0	103	5	-4	92	91
O=C(CSc1nnc2scc(-c3ccccc3)n12)NCc1ccc2c(c1)OCO2	0	16	4	97	1	-2	93	94
Cn1c(Cc2ccccc2)nnc1SCC(=O)c1cccs1	3	0	1	92	-2	-5	95	93
Cc1cccnc1NC(=O)CNC(=O)C12CC3CC(CC(C3)C1)C2	5	-1	-4	85	5	11	93	85
CCCC(CCC)C(=O)NC1CCN(Cc2ccccc2)CC1	-13	-1	10	102	-10	-7	98	99

3 entries already listed, ordered by the number in MEP2 TOR yeast, lowest first.
Structure,AHR activator,procasp3 activ,LAP4 TOR yeast,EBNA-1 inhibitor,RPL19A TOR yeast,MEP2 TOR yeast
Cc1ccc(S(=O)(=O)CC(=O)c2ccc3c(c2)OCCO3)cc1,-1,0,103,5,92,91
CCn1nc(CC(=O)O)c2ccccc2c1=O,-3,-6,95,6,99,97
COc1ccc(C2=CSC3=NCCN23)cc1OC,0,-2,90,3,99,110

More compounds follow.
SMILES	procasp7 counter	AHR activator	procasp3 activ	LAP4 TOR yeast	EBNA-1 inhibitor	ZTA counter	RPL19A TOR yeast	MEP2 TOR yeast
OC(CNCCc1ccc(Cl)cc1)COc1cc(Cl)ccc1Cl (stereo unspecified)	-7	1	1	91	-9	-13	101	101
CC1CCc2cc(F)ccc2N1C(=O)c1cc2nc(-c3ccco3)cc(C(F)(F)F)n2n1 (stereo unspecified)	6	-1	-1	99	-12	-3	98	101
O=C(CP(=O)(c1ccccc1)c1ccccc1)N/N=C/c1cc(Br)cc(Br)c1O	-2	0	4	87	14	3	101	93
COc1ccccc1N(C(=O)c1ccco1)C(C(=O)NC1CCCC1)c1cccs1 (stereo unspecified)	-4	-2	2	89	-3	-1	102	101
CCOC(=O)c1ccc(N2C(=O)c3n[nH]c(-c4ccco4)c3C2c2cccc([N+](=O)[O-])c2)cc1 (stereo unspecified)	1	3	7	105	10	12	104	107
O=C1c2cccc3cccc(c23)C(=O)N1CCCn1ccnc1	4	-3	-7	109	-7	-13	94	96
Cc1ccc(N2C(=O)N3[C@H](c4ccc(F)cc4)[C@@H]4C(=O)N(C5CCCCC5)C(=O)[C@@H]4[C@]3(C)C2=O)cc1	6	3	-1	134	0	-1	106	94
O=C(NNC(=O)c1ccc2[nH]c(=O)c(=O)[nH]c2c1)c1cccc(Br)c1	-4	5	1	96	-14	4	95	103
CN(C)c1ccc(S(=O)(=O)N2CCCCC2)cc1NC(=O)C1=NN(c2ccccc2)C(=O)CC1	1	2	3	121	-2	-19	108	107
Cc1ccc(S(=O)(=O)N2CCOCC2)cc1C(=O)Nc1ccc(S(=O)(=O)Nc2nccs2)cc1	0	-1	-4	106	-3	-7	101	99
Cc1cc(C)c(S(=O)(=O)NCC(=O)NCc2ccco2)c(C)c1	5	0	0	112	6	7	102	112
COc1cccc(NC(=O)C(C)OC(=O)c2n[nH]c3ccccc23)c1 (stereo unspecified)	-3	11	7	107	/	2	104	106
CC(C)(C)CC(=O)Nc1nnc(SCC(=O)N2CCCCC2)s1	-1	0	-1	74	0	-7	92	93
Cc1oc(-c2ccccc2)nc1CC(=O)O	-1	-1	13	101	-1	-19	94	108
CC(C)C(C(=O)Nc1ccc2c(c1)OCCOCCOCCOCCO2)N1C(=O)c2ccccc2C1=O (stereo unspecified)	5	-2	1	108	0	-11	104	107
FCCCOc1ccc(/C=N/OCc2ccc(Cl)cc2)cc1	-10	-1	6	110	6	11	100	98
CCOC(=O)N1CCN(C(=O)COc2ccccc2[N+](=O)[O-])CC1	-3	-3	1	100	-2	2	100	104
Cc1ccc(C(=O)COC(=O)CNS(=O)(=O)c2ccccc2)cc1[N+](=O)[O-]	-7	3	1	104	-1	-30	99	97
CC(=O)Nc1ccccc1-c1nnc(SCc2ccccc2Cl)[nH]c1=O	3	19	1	96	2	7	102	104
COCCNC(=O)c1sc2nc(-c3ccccc3)cn2c1C	4	11	3	94	16	-1	96	91
CC(CCc1ccco1)NC(=O)Cn1nc(Cc2ccncc2)c2ccccc2c1=O (stereo unspecified)	3	0	1	104	5	-17	97	101
O=c1[nH]c(CSc2ncccn2)nc2c1cnn2-c1ccccc1	12	119*	-1	95	-10	-6	99	99
CCOC(=O)Nc1ccccc1C(=O)Nc1cc(C)cc(C)c1	0	14	5	101	-4	-13	101	107
O=C(CSc1nnc2ccccn12)Nc1ccc2c(c1)OCCO2	-3	8	-1	95	-6	-9	109	102
Cn1c(=O)oc2cc(S(=O)(=O)Nc3ccccc3F)ccc21	2	2	-2	92	-8	-11	89	108
CC1(C)CC(=O)C(C2C3=C(CC(C)(C)CC3=O)Oc3c(Br)cc(Br)cc32)=C(O)C1 (stereo unspecified)	-11	3	3	107	-8	-9	105	102
O=C(CNCC1(N2CCOCC2)CCCCC1)Nc1ccc(Cl)cc1	4	-1	-7	89	0	-3	86	91
CC(NC(N)=O)C(=O)OCC(=O)c1ccc(-c2ccccc2)cc1 (stereo unspecified)	6	4	7	121	10	12	90	102
OC(COCc1ccccc1)Cn1cnc2ccccc21 (stereo unspecified)	-5	1	0	99	2	8	97	100
COc1cccc(-c2csc(N3CCN(C(=S)Nc4ccccc4)CC3)n2)c1	-8	8	7	101	16	8	99	107
O=S(=O)(Nc1ccc2c(c1)OCCO2)c1cccc2nsnc12	8	3	-1	98	2	12	100	102
CCOc1cccc(=O)c2c(C)n(Cc3ccco3)c(C)c12	-24	2	-16	107	-2	8	106	106
CCC(=O)N1CCN(c2ccccc2NC(=O)COc2ccc(C(C)C)cc2)CC1	5	1	1	78	73*	13	106	94
CC(=O)Nc1ccc(C(=O)NNC(=O)c2ccc(Cl)cc2)cc1	-11	1	-1	75	-5	-4	88	90
COc1ccc(N2CCN(C(=O)CNC(=O)Cc3ccc(Cl)cc3)CC2)cc1	3	-2	4	80	7	2	111	93
Cc1ccc(-c2csc3ncn(/N=C/N(C)C)c(=O)c23)o1	4	8	2	105	3	-5	100	105
COc1ccc(C(=O)NCCN2C(=O)S/C(=C\c3cccnc3)C2=O)c(OC)c1OC	-11	2	1	103	-2	1	106	107
CC1CCN(C(=O)COC(=O)c2cc(=O)[nH]c3ccccc23)CC1	7	5	5	98	/	1	97	97
COc1ccc(/C=C2/SC(=S)N(CCCC(=O)Nc3cccc(O)c3)C2=O)cc1	-21	-4	-11	107	-10	14	101	103
O=C(NCc1ccccc1)C12CC3CC(CC(Br)(C3)C1)C2	1	-2	7	95	7	12	103	104
Cc1ccc(S(=O)(=O)N(C)C)cc1NC(=O)COC(=O)c1ccc2c(c1)OCO2	10	-2	-4	100	-14	-11	100	101
O=C(Nc1ccc(S(=O)(=O)NCc2ccccc2)cc1)C1CCCCC1	0	2	-3	82	9	11	109	107
CCN(CC(=O)NCc1cccs1)C(=O)Cc1ccc(C)c(C)c1	-5	7	7	91	/	/	95	103
Cc1n[nH]c(C)c1S(=O)(=O)N1CCN(S(=O)(=O)c2ccccc2C#N)CC1	-4	-1	12	112	/	1	102	101
O=C(COC(=O)c1ccc(F)cc1F)NCc1ccc2c(c1)OCO2	4	1	1	108	/	/	104	118
Cc1cc(C)c(S(=O)(=O)N2CCCOC2CNC(=O)C(=O)NCc2ccco2)c(C)c1 (stereo unspecified)	11	1	5	86	3	14	97	100
CCOc1ccc(NC(=O)c2ccco2)cc1	-4	4	-2	112	-1	16	111	111
O=S(=O)(NCCn1ccc2ccccc21)c1ccccc1	-4	2	0	104	0	-15	97	101
CCOC(=O)c1cc(C)sc1/N=C/C1=C(O)CCCC1=O	3	1	-8	95	-12	-5	96	100
O=C(O/N=C1\CCCc2ccccc21)c1cccs1	-3	4	-5	101	-8	-3	92	94

(continued)
SMILES	procasp7 counter	AHR activator	procasp3 activ	LAP4 TOR yeast	EBNA-1 inhibitor	ZTA counter	RPL19A TOR yeast	MEP2 TOR yeast
COc1cccc(C2NC(=O)NC(C)=C2C(=O)Nc2cccc(C)c2C)c1 (stereo unspecified)	-6	2	1	94	-1	-9	95	102
COc1ccc2oc(=O)c(C(=O)Nc3ccccc3C)cc2c1	-3	2	-5	87	-3	5	99	101
CCOC(=O)CN1C(=N)N(c2nc(NC(C)C)nc(NC(C)C)n2)CC1=O	-2	4	0	110	11	-1	106	109
O=C(COC(=O)c1cccc(O)c1)NC(=O)Cc1ccccc1	10	0	1	79	7	-3	103	103
CC(C(=O)Nc1ccc(S(=O)(=O)N2CCCC2)cc1)N(C)Cc1ccc(F)cc1 (stereo unspecified)	5	0	10	94	/	-14	97	93

High-throughput results as filed in PubChem BioAssay.
